TLR4 MyD88 blk: TLR4-MyD88 interaction inhibition; O00206; Cell-based TLR4-MyD88 binding inhibition assay; inhibition, % at 10 µM; 16,000 compounds, 0.06% hits; in the data active means inhibition above about 45%
luminol inh ctr: counter-screen for Nox1 inhibitors: inhibitors of luminol chemiluminescence; 16,000 compounds, 0.4% hits; AID 1823; inhibition, % at 6.7 µM; HRP/luminol/H2O2 chemiluminescence counterscreen; further: reference of the scale not given here
S1P1 agonist: activates the human S1P1 receptor. activation, % at 4.5 µM. 16,000 compounds, 1.5% hits. S1P1 agonist cell-based reporter assay. P21453; in the data active means activation above about 80%
rat GALR2 agon: activates the rat galanin receptor 2. O08726. cell-based GALR2 agonist screen. activation, % at 10 µM. 16,000 compounds, 0.5% hits; in the data active means activation above about 15%
PME-1 Maybridge: PME-1 (human) inhibition, Maybridge primary screen; Q9Y570; inhibition, % at 9 µM; 16,000 compounds, 0.5% hits; recombinant PME-1, FP-Rh probe fluorescence polarization; in the data active means inhibition above about 30%
Target sequence (Q9Y570 whole entry, looked up): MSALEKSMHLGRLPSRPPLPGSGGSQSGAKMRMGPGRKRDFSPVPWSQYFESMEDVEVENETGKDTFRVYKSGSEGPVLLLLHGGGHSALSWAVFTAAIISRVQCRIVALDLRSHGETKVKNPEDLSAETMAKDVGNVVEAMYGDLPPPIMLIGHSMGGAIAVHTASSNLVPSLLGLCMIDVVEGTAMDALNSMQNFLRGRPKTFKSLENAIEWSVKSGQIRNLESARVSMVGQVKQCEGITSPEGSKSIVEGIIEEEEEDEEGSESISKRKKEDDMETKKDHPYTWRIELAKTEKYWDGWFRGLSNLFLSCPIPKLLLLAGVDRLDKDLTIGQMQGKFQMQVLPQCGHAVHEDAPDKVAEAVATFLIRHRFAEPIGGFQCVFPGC
Nox1 inh: inhibitors of human NADPH oxidase 1 (Nox1). Q9Y5S8. 16,000 compounds, 0.81% hits. inhibition, % at 6.7 µM. HT29 cells, luminol chemiluminescence ROS. AID 1792
Target sequence (Q9Y5S8 whole entry, looked up): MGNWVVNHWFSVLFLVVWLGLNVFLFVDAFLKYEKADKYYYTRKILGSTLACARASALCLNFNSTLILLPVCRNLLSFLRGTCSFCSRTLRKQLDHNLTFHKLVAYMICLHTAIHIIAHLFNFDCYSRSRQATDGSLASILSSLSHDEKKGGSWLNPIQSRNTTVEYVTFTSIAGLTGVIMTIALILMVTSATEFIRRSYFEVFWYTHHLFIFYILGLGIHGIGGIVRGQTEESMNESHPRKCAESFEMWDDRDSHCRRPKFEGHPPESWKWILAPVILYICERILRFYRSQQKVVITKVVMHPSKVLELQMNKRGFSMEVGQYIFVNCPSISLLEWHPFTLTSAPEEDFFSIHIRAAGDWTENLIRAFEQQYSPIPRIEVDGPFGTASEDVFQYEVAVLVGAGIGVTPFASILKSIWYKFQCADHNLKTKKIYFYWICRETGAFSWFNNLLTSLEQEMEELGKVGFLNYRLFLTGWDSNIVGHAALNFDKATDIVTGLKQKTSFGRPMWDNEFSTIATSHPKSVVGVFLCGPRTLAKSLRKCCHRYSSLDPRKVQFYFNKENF
NOTCH ag: agonists of NOTCH signaling | NOTCH signaling luciferase reporter cells, luminescence | activation, % at 2.5 µM | 15,000 compounds, 0.4% hits | AID 434982; in the data active means activation above about 2.2%
OPRK1 antag MB: blocks the human kappa opioid receptor, Maybridge compounds; 16,000 compounds, 0.4% hits; OPRK1 cells, antagonist mode, fluorescence readout; P41145; inhibition, % at 9 µM; in the data active means inhibition above about 50%
Starred values were filed as active, the others as inactive. Unless noted, no stated cut-off is given here; in the data, active means inhibition above about 75%; inactive means the rest.

`CCCCc1c(C)nc(N)[nH]c1=O` gave TLR4 MyD88 blk 7, luminol inh ctr 12, S1P1 agonist 7, rat GALR2 agon -7, PME-1 Maybridge 3, Nox1 inh -68, NOTCH ag -0.5 and OPRK1 antag MB 0.
O=C1Nc2ccccc2/C1=C/c1cn[nH]c1-c1cccs1 was read as TLR4 MyD88 blk 3, luminol inh ctr 0, S1P1 agonist -4, rat GALR2 agon -7, PME-1 Maybridge -5, Nox1 inh -29, NOTCH ag -0.7 and OPRK1 antag MB -5.
Cc1nc(C(F)(F)F)ccc1NC(=O)/C=C\C(=O)O was read as TLR4 MyD88 blk 7, luminol inh ctr 2, S1P1 agonist -31, rat GALR2 agon -4, PME-1 Maybridge -1, Nox1 inh -112, NOTCH ag -0.2 and OPRK1 antag MB -5.
Screening Cn1c(Cc2nc(-c3cnccn3)no2)nnc1SCC(=O)Nc1cccc(C(F)(F)F)c1 returned TLR4 MyD88 blk -5, luminol inh ctr 3, S1P1 agonist -24, rat GALR2 agon -6, PME-1 Maybridge 1, Nox1 inh -12, NOTCH ag 0.2 and OPRK1 antag MB 3.
For COC(=O)CSCc1n[nH]c(=O)c2ccccc12 the results were TLR4 MyD88 blk 0, luminol inh ctr -4, S1P1 agonist 7, rat GALR2 agon -7, PME-1 Maybridge 2, Nox1 inh -4, NOTCH ag -0.6 and OPRK1 antag MB -4.
Nc1nc(-c2ccc3c(c2)OCCO3)cs1 was read as TLR4 MyD88 blk -4, luminol inh ctr 3, S1P1 agonist -9, rat GALR2 agon -7, PME-1 Maybridge 4, Nox1 inh -43, NOTCH ag -0.4 and OPRK1 antag MB -7.
Screening S=C1NCN(Cc2cccs2)CN1 returned TLR4 MyD88 blk -9, luminol inh ctr 0, S1P1 agonist -18, rat GALR2 agon -1, PME-1 Maybridge 1, Nox1 inh -16, NOTCH ag 0.0 and OPRK1 antag MB 6.
`O=C(c1ccccc1)c1cccc(NC(=O)c2c(F)cccc2Cl)c1` gave TLR4 MyD88 blk 3, luminol inh ctr 3, S1P1 agonist 14, rat GALR2 agon -10, PME-1 Maybridge 3, Nox1 inh -18, NOTCH ag -0.4 and OPRK1 antag MB -11.
`O=C(Nc1ccc([N+](=O)[O-])cc1)c1ccc([N+](=O)[O-])o1` gave TLR4 MyD88 blk -19, luminol inh ctr -5, S1P1 agonist -11, rat GALR2 agon -9, PME-1 Maybridge 6, Nox1 inh 24, NOTCH ag -1.7 and OPRK1 antag MB -2.
For CSc1nnc(CCCc2nnc(SC)o2)o1 the results were TLR4 MyD88 blk 3, luminol inh ctr 3, S1P1 agonist 4, rat GALR2 agon -6, PME-1 Maybridge -2, Nox1 inh -31, NOTCH ag 0.0 and OPRK1 antag MB 11.
Screening Cc1coc(=O)n1-c1ccc(Cl)cc1Cl returned TLR4 MyD88 blk -2, luminol inh ctr -8, S1P1 agonist 8, rat GALR2 agon -3, PME-1 Maybridge 5, Nox1 inh 1, NOTCH ag 0.1 and OPRK1 antag MB 3.
`O=C(CN1C(=O)/C(=C/c2ccccc2Cl)N=C1c1ccccc1)c1ccccc1` gave TLR4 MyD88 blk -5, luminol inh ctr 0, S1P1 agonist 4, rat GALR2 agon 15*, PME-1 Maybridge -14, Nox1 inh 3, NOTCH ag -0.1 and OPRK1 antag MB -45.

The last 2 compounds of the section before come first, to join the parts:
Screening Cc1coc(=O)n1-c1ccc(Cl)cc1Cl returned TLR4 MyD88 blk -2, luminol inh ctr -8, S1P1 agonist 8, rat GALR2 agon -3, PME-1 Maybridge 5, Nox1 inh 1, NOTCH ag 0.1 and OPRK1 antag MB 3.
`O=C(CN1C(=O)/C(=C/c2ccccc2Cl)N=C1c1ccccc1)c1ccccc1` gave TLR4 MyD88 blk -5, luminol inh ctr 0, S1P1 agonist 4, rat GALR2 agon 15*, PME-1 Maybridge -14, Nox1 inh 3, NOTCH ag -0.1 and OPRK1 antag MB -45.
For O=[N+]([O-])/C=C/c1ccsc1 the results were TLR4 MyD88 blk -1, luminol inh ctr 4, S1P1 agonist 13, rat GALR2 agon -4, PME-1 Maybridge -3, Nox1 inh -36, NOTCH ag -0.3 and OPRK1 antag MB 8.
`NC(=S)NNc1ccc(S(N)(=O)=O)cc1` gave TLR4 MyD88 blk 11, luminol inh ctr 16, S1P1 agonist 2, rat GALR2 agon -4, PME-1 Maybridge 3, Nox1 inh 12, NOTCH ag -0.4 and OPRK1 antag MB 13.
CCOC(=O)C1=C(O)CN=C1C was read as TLR4 MyD88 blk -41, luminol inh ctr -6, S1P1 agonist -4, rat GALR2 agon -3, PME-1 Maybridge -7, Nox1 inh -10, NOTCH ag 1.2 and OPRK1 antag MB 8.
Clc1cccc(-c2nnc(-c3ccno3)o2)c1 was read as TLR4 MyD88 blk 7, luminol inh ctr -7, S1P1 agonist 30, rat GALR2 agon -3, PME-1 Maybridge 3, Nox1 inh 2, NOTCH ag -0.1 and OPRK1 antag MB 4.
Screening CN1CCN(CC(=O)Nc2ccc(F)cc2F)CC1 returned TLR4 MyD88 blk -7, luminol inh ctr 2, S1P1 agonist -9, rat GALR2 agon -6, PME-1 Maybridge 2, Nox1 inh 22, NOTCH ag -0.9 and OPRK1 antag MB 18.
For N#Cc1ccc(-c2cccc([N+](=O)[O-])c2)o1 the results were TLR4 MyD88 blk -1, luminol inh ctr 1, S1P1 agonist 0, rat GALR2 agon -7, PME-1 Maybridge 1, Nox1 inh -21, NOTCH ag -0.1 and OPRK1 antag MB 9.
Screening Cn1c(C(C#N)C(=O)c2ccccc2Br)nc2ccccc21 (stereo not given) returned TLR4 MyD88 blk -5, luminol inh ctr 3, S1P1 agonist -7, rat GALR2 agon -7, PME-1 Maybridge -2, Nox1 inh -33, NOTCH ag 0.2 and OPRK1 antag MB -22.
For O=C(NC(=S)Nc1ccccn1)c1ccccc1 the results were TLR4 MyD88 blk -3, luminol inh ctr 4, S1P1 agonist -6, rat GALR2 agon -1, PME-1 Maybridge 7, Nox1 inh 5, NOTCH ag 0.1 and OPRK1 antag MB 24.
For Nc1nc(-c2cccc([N+](=O)[O-])c2)cs1 the results were TLR4 MyD88 blk 1, luminol inh ctr 4, S1P1 agonist 7, rat GALR2 agon -5, PME-1 Maybridge 7, Nox1 inh 15, NOTCH ag -0.2 and OPRK1 antag MB 6.
Screening Cn1ccnc1SCc1nccn1Cc1ccc(Cl)cc1 returned TLR4 MyD88 blk -6, luminol inh ctr -3, S1P1 agonist -24, rat GALR2 agon -5, PME-1 Maybridge 0, Nox1 inh -11, NOTCH ag 1.1 and OPRK1 antag MB -38.
COc1cc(C(=O)NNC(=S)NC2CC3C=CC2C3)cc(OC)c1OC (stereo not given) was read as TLR4 MyD88 blk 6, luminol inh ctr 3, S1P1 agonist -9, rat GALR2 agon -9, PME-1 Maybridge 1, Nox1 inh -7, NOTCH ag -0.7 and OPRK1 antag MB -10.
Screening O=C(OCC1CC1)c1cnc(N2CCCCC2)nc1C(F)(F)F returned TLR4 MyD88 blk -19, luminol inh ctr -1, S1P1 agonist 0, rat GALR2 agon -4, PME-1 Maybridge 0, Nox1 inh 24, NOTCH ag -0.8 and OPRK1 antag MB -7.
Screening N/C(=N\O)c1ccc(Oc2ccc(Cl)c(Cl)c2)c([N+](=O)[O-])c1 returned TLR4 MyD88 blk -10, luminol inh ctr -19, S1P1 agonist 3, rat GALR2 agon -7, PME-1 Maybridge 30, Nox1 inh 34, NOTCH ag 0.5 and OPRK1 antag MB -4.
For O=c1c2ccccc2cc(Br)c2sccc12 the results were TLR4 MyD88 blk -6, luminol inh ctr -5, S1P1 agonist -11, rat GALR2 agon -7, PME-1 Maybridge 3, Nox1 inh 14, NOTCH ag -0.5 and OPRK1 antag MB -12.
COc1ccccc1NC(=S)C(C#N)C(=O)N1CCOCC1 (stereo not given) was read as TLR4 MyD88 blk -1, luminol inh ctr 2, S1P1 agonist -10, rat GALR2 agon -3, PME-1 Maybridge 0, Nox1 inh -62, NOTCH ag -0.1 and OPRK1 antag MB -8.
For O=[N+]([O-])c1ccc(-c2ccc(/C=N/Nc3ccccc3)o2)cc1 the results were TLR4 MyD88 blk 41, luminol inh ctr 7, S1P1 agonist 82*, rat GALR2 agon -18, PME-1 Maybridge 2, Nox1 inh 25, NOTCH ag -0.3 and OPRK1 antag MB 81*.
CC(C)(C)c1cc(C(F)(F)F)[nH]n1 was read as TLR4 MyD88 blk 2, luminol inh ctr -1, S1P1 agonist 7, rat GALR2 agon -3, PME-1 Maybridge -1, Nox1 inh -6, NOTCH ag 0.4 and OPRK1 antag MB 4.
For CC1CN(c2ncnc3ccsc23)CC(C)O1 (stereo not given) the results were TLR4 MyD88 blk 0, luminol inh ctr -1, S1P1 agonist 4, rat GALR2 agon -5, PME-1 Maybridge 2, Nox1 inh -16, NOTCH ag 0.6 and OPRK1 antag MB -28.
For CCOC(=O)c1cc(C)nc(Sc2ccc(C)cc2)c1C#N the results were TLR4 MyD88 blk -8, luminol inh ctr 3, S1P1 agonist -7, rat GALR2 agon -10, PME-1 Maybridge 1, Nox1 inh -15, NOTCH ag -0.4 and OPRK1 antag MB -18.
Cc1noc(C(F)(F)F)c1C(=O)NNC(=O)c1cccc(C(F)(F)F)c1 was read as TLR4 MyD88 blk -2, luminol inh ctr 4, S1P1 agonist -2, rat GALR2 agon -5, PME-1 Maybridge -2, Nox1 inh -36, NOTCH ag -0.1 and OPRK1 antag MB -1.
Screening O=c1c(C(CN2CCOCC2)c2ccccc2)nc(-c2ccccc2)nn1CN1CCOCC1 (stereo not given) returned TLR4 MyD88 blk 7, luminol inh ctr -4, S1P1 agonist -10, rat GALR2 agon -4, PME-1 Maybridge -11, Nox1 inh -48, NOTCH ag -0.6 and OPRK1 antag MB -12.
`CC(C)c1ccc(NC(=S)NC2CC3C=CC2C3)cc1` (stereo not given) gave TLR4 MyD88 blk -4, luminol inh ctr 3, S1P1 agonist -18, rat GALR2 agon -7, PME-1 Maybridge 0, Nox1 inh 6, NOTCH ag 0.4 and OPRK1 antag MB 38.
CC(C)(C)c1cc(C(=O)NNC(=O)c2cccs2)n(Cc2ccc(F)cc2)n1 was read as TLR4 MyD88 blk 11, luminol inh ctr 5, S1P1 agonist 5, rat GALR2 agon -8, PME-1 Maybridge 1, Nox1 inh -19, NOTCH ag -0.4 and OPRK1 antag MB 6.
`CCN(CC)c1ccc(/C=C2\OC(=O)c3cc([N+](=O)[O-])ccc32)cc1` gave TLR4 MyD88 blk 7, luminol inh ctr -11, S1P1 agonist 8, rat GALR2 agon -3, PME-1 Maybridge 4, Nox1 inh 33, NOTCH ag -0.4 and OPRK1 antag MB 13.
`O=[N+]([O-])c1cc(C(F)(F)F)ccc1N1CCCCC1` gave TLR4 MyD88 blk 6, luminol inh ctr -2, S1P1 agonist -5, rat GALR2 agon -5, PME-1 Maybridge 1, Nox1 inh -42, NOTCH ag -5.7 and OPRK1 antag MB -2.
`O=C(O)CC1(CC(=O)NCc2cccc(Cl)c2)CCCCC1` gave TLR4 MyD88 blk -3, luminol inh ctr -1, S1P1 agonist -10, rat GALR2 agon -6, PME-1 Maybridge 1, Nox1 inh 14, NOTCH ag 0.1 and OPRK1 antag MB 15.

Structural class, the entries above with four or more nitrogen atoms.
Screening Cn1c(Cc2nc(-c3cnccn3)no2)nnc1SCC(=O)Nc1cccc(C(F)(F)F)c1 returned TLR4 MyD88 blk -5, luminol inh ctr 3, S1P1 agonist -24, rat GALR2 agon -6, PME-1 Maybridge 1, Nox1 inh -12, NOTCH ag 0.2 and OPRK1 antag MB 3.
For CSc1nnc(CCCc2nnc(SC)o2)o1 the results were TLR4 MyD88 blk 3, luminol inh ctr 3, S1P1 agonist 4, rat GALR2 agon -6, PME-1 Maybridge -2, Nox1 inh -31, NOTCH ag 0.0 and OPRK1 antag MB 11.
`NC(=S)NNc1ccc(S(N)(=O)=O)cc1` gave TLR4 MyD88 blk 11, luminol inh ctr 16, S1P1 agonist 2, rat GALR2 agon -4, PME-1 Maybridge 3, Nox1 inh 12, NOTCH ag -0.4 and OPRK1 antag MB 13.
Screening Cn1ccnc1SCc1nccn1Cc1ccc(Cl)cc1 returned TLR4 MyD88 blk -6, luminol inh ctr -3, S1P1 agonist -24, rat GALR2 agon -5, PME-1 Maybridge 0, Nox1 inh -11, NOTCH ag 1.1 and OPRK1 antag MB -38.
Screening O=c1c(C(CN2CCOCC2)c2ccccc2)nc(-c2ccccc2)nn1CN1CCOCC1 (stereo not given) returned TLR4 MyD88 blk 7, luminol inh ctr -4, S1P1 agonist -10, rat GALR2 agon -4, PME-1 Maybridge -11, Nox1 inh -48, NOTCH ag -0.6 and OPRK1 antag MB -12.
CC(C)(C)c1cc(C(=O)NNC(=O)c2cccs2)n(Cc2ccc(F)cc2)n1 was read as TLR4 MyD88 blk 11, luminol inh ctr 5, S1P1 agonist 5, rat GALR2 agon -8, PME-1 Maybridge 1, Nox1 inh -19, NOTCH ag -0.4 and OPRK1 antag MB 6.

Screening data: PubChem, The Scripps Research Institute Molecular Screening Center
